# LMPTP block – LMPTP phosphatase inhibitors, primary screen, biochemical, fluorescence intensity, uHTS | 360,000 tested, 0.22% active | Low molecular weight phosphotyrosine protein phosphatase (Homo sapiens), P24666 | recombinant LMPTP-A, OMFP fluorogenic substrate | AID 651560, 2012 | inhibition, % at 20 µM;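 active = compounds that cut the enzyme signal by at least half of the control window in the single-dose screen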;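 also: plate controls were DMSO wells with enzyme plus substrate for no effect and substrate without enzyme for full effect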
# Target sequence (P24666 whole entry, looked up): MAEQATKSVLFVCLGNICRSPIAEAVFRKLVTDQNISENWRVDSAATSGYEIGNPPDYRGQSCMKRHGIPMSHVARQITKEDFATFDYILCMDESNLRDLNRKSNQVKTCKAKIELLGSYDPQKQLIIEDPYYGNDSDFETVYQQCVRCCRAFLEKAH
#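 material = LMPTP-A | quantity = 0.625 nM enzyme | reagent = OMFP substrate, 400 µM final | buffer or medium = Bis-Tris pH 6.0, DTT, detergent | detection = endpoint fluorescence intensity from OMFP dephosphorylation | dosing = single 20 µM dose | read-out basis = % inhibition relative to no-enzyme and uninhibited control wells | control set = no-enzyme and uninhibited controls | timing = 50 min at room temperature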
# DNMT1 block – human DNMT1 methyltransferase inhibitors, primary screen, biochemical, molecular beacon, fluorescence, HinP1I cleavage, uHTS | DNA (cytosine-5)-methyltransferase 1 (Homo sapiens), P26358 | 360,000 tested, 0.83% active | inhibition (reported as % activation of signal), % at 10 µM; in the data active = inhibition above about 50%
# Scp1 inh – Scp-1 phosphatase inhibitors, primary screen, biochemical, colorimetric, uHTS | inhibition, % at 20 µM | Carboxy-terminal domain RNA polymerase II polypeptide A small phosphatase 1 (Homo … | 340,000 tested, 0.88% active | Recombinant Scp1, phosphopeptide, malachite green phosphate absorbance;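 active = inhibition above about 50% at 20 µM, limit read from the data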;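 also: plate controls were DMSO wells with enzyme for no effect and wells lacking enzyme for full effect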
# Target sequence (Q9GZU7 76-261 limits assumed): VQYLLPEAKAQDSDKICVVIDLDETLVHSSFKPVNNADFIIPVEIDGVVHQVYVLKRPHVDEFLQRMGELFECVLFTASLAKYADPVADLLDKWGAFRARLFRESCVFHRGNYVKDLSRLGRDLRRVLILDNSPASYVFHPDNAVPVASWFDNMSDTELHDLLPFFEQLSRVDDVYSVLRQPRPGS
#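 Test system – truncated SCP-1 phosphatase (76-261aa) · Reagent – Phosphorylated 17-residue peptide substrate · Incubation – 45 min room-temperature reaction, 5 min colour, 30 min stabiliser · Detection – colorimetric phosphate reagent with accelerator and stabiliser, absorbance at 630 nm · Measure – % inhibition at 20 µM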
# NadD inh – inhibitors of S. aureus NadD, primary screen, biochemical, colorimetric, uHTS. purified NadD enzyme, colorimetric absorbance read-out. AID 602399, 2012. inhibition, % at 20 µM. Nicotinate-nucleotide adenylyltransferase NadD (Staphylococcus aureus N315). 360,000 tested, 0.78% active; in the data active = inhibition above about 26%; also: some compounds past the cut are filed as inactive
# MLLE-PAM2 inh – inhibitors of PABP1 MLLE–PAM2 peptide binding, primary screen, biochemical, fluorescence polarization, FITC-PAM2, GST-MLLE. inhibition, % at 20 µM. Polyadenylate-binding protein 1 (Homo sapiens), P11940. 360,000 tested, 0.36% active. AID 588489, 2011; in the data active = inhibition above about 35%, passing the limit was not always enough;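 also: plate controls were DMSO wells with GST-MLLE for no effect and wells lacking GST-MLLE protein for full effect; some results filed as inactive read as strong as hits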
# Target sequence (P11940 whole entry, looked up): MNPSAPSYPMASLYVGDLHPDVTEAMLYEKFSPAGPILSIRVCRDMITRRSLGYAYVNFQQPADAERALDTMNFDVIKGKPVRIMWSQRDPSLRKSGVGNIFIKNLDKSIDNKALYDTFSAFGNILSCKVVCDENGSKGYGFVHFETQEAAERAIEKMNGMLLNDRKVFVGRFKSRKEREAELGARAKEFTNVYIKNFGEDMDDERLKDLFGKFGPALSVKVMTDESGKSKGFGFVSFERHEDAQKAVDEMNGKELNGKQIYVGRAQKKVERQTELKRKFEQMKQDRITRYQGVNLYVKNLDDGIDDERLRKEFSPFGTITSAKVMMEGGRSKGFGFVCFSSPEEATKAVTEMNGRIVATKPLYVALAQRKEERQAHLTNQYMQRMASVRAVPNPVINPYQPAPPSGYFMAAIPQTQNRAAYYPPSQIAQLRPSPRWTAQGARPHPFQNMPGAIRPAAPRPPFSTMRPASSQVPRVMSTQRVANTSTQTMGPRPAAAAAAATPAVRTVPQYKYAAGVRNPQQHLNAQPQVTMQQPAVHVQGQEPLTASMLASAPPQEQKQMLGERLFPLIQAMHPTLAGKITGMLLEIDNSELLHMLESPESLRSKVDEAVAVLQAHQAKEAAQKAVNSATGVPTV
# CSN inh – inhibitors of CSN-mediated cullin deneddylation, primary screen, biochemical, fluorescence polarization, uHTS; COP9 signalosome complex subunit 5 (Homo sapiens), Q92905; Purified CSN, SCF-Nedd8-OG deneddylation; inhibition, % at 12.5 µM; 360,000 tested, 0.38% active;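 active = pattern-corrected inhibition above about 35%, with an unprinted fluorescence ratio check between 0.5 and 1.5, limit read from the data, passing the limit was not always enough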;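 also: 0% = enzyme with substrate and 100% = substrate without enzyme; some results filed as inactive read as strong as hits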
#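 Material: human Csn5 produced in HEK293T cells; Input: enzyme 0.24 nM; Reagent: SCFSkp2-Nedd8OG substrate at 10 nM final; Dosing: 12.5 µM compound; Incubation: 90 min reaction at room temperature; Detection: fluorescence polarization of the substrate; Evaluation: % inhibition of substrate cleavage by Csn5; Control set: substrate-only high control, full reaction low control.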
# SUMO1-SIM PPI – modulators of SUMO1 protein-protein interactions, primary screen, biochemical, uHTS; Small ubiquitin-related modifier 1 (Homo sapiens), P63165; SUMO1 binding to a labelled peptide, TR-FRET, 1 h; inhibition, % at 20 µM; 360,000 tested, 0.33% active; in the data active = inhibition above about 37%
# Target sequence (P63165 whole entry, looked up): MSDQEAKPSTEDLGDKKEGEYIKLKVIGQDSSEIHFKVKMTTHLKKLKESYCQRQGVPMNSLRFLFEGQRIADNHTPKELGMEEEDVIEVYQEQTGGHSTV
# STEP block – STEP phosphatase inhibitors, primary screen, biochemical, fluorescence intensity, uHTS | inhibition, % at 20 µM | Tyrosine-protein phosphatase non-receptor type 5 (Homo sapiens), P54829 | AID 588621, 2011 | recombinant STEP, OMFP fluorogenic substrate | 360,000 tested, 0.25% active;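 active = inhibition at 20 µM, scaled per plate between control wells, above about 37%, limit read from the data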;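 also: 0% = DMSO with enzyme and substrate and 100% = substrate only without enzyme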
#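 Measure: Control-normalized % inhibition with plate pattern correction | Test system: STEP phosphatase, cell-free reaction | Medium: pH 6.0 Bis-Tris with DTT and Tween 20 | Technique: Fluorescence, 480/540 nm | Times: Reaction 20 min, ambient temperature | Doses: Single compound dose of 20 µM, 1% DMSO final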
# TbMetRS inhib – T. brucei MetRS inhibitors, primary screen, biochemical, luminescence | purified T. brucei MetRS, ATP depletion, Kinase-Glo luminescence | inhibition, % at 11.9 µM | 360,000 tested, 0.4% active | AID 624268, 2012;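 active = inhibition above a per-plate cutoff of the control wells' mean inhibition plus 3 SD, cut at about 5.5% in these data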;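 also: 0% = DMSO wells median and 100% = median of wells with control inhibitor compound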
#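 Dosing: 11.9 µM single point; system: parasite MetRS enzyme; technique: luminescence of leftover ATP; times: 15 min enzyme-compound preincubation, 2 h reaction, 10 min detection, 25 °C; replicates: each compound tested once; read-out basis: percent inhibition relative to median high and low control wells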
# Rpn11 inh – Rpn11 (PSMD14) deubiquitinase inhibitors, primary screen, biochemical, fluorescence polarization, uHTS; 360,000 tested, 0.59% active; 26S proteasome non-ATPase regulatory subunit 14 (Homo sapiens), O00487; human 26S proteasome, Ub4-pepOG fluorescence polarization; 20S core pre-blocked with epoxomicin; calls only at 20 µM;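 active = inhibition at 20 µM, scaled to each plate's controls, above about 33%, limit read from the data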
# * marks the source's active call; other numbers are inactive results; i = inactive; / = no result given; + = active, no number.
SMILES,LMPTP block,DNMT1 block,Scp1 inh,NadD inh,MLLE-PAM2 inh,CSN inh,SUMO1-SIM PPI,STEP block,TbMetRS inhib,Rpn11 inh
Cn1nccc1C(=O)Nc1ccc(Cl)cc1,-1.2,-10.7,-10.7,-3.6,8.1,1.2,-1.2,-1.6,-0.1,i
O=C(CSc1nnc(CNC(=O)c2ccco2)o1)c1ccc(Cl)cc1,0.0,4.2,-2.6,0.2,-84.3,3.6,-0.8,-2.4,-0.3,i
O=C(Nc1nnc(-c2ccc(Cl)s2)o1)C1CCCCC1,-1.6,7.5,-9.8,3.8,-6.6,1.8,6.2,1.3,0.1,i
COc1ccccc1CNS(=O)(=O)c1cc(C(=O)NCc2ccccn2)c(Cl)cc1Cl,-1.2,0.3,-0.7,-4.1,-5.7,-5.8,-1.1,-3.2,-0.5,i
COC(=O)c1cccc(NC(=O)c2ccc3c(c2)C(=O)N(Cc2cccnc2)C3=O)c1,1.3,1.1,-1.8,7.4,-7.5,-0.2,-12.3,0.0,-0.2,i
COc1ccc(C2(c3ccc(OC)cc3)NC(=O)N(CC(=O)N(C)C3CCC(C)CC3)C2=O)cc1 (stereo not given),1.8,-5.0,-9.0,6.3,-7.4,-1.4,3.0,-0.5,-0.4,i
Cn1c(SCC(=O)Nc2ccccc2)nc2c([nH]c3ccccc32)c1=O,-1.1,8.3,-6.6,1.0,4.3,-4.0,-4.0,0.3,0.0,i
O=C(CN1C(=O)c2ccccc2C1=O)Nc1sc2c(c1C(=O)NCc1ccco1)CCCC2,2.0,1.4,-4.8,5.7,1.9,5.0,4.0,1.1,-0.5,i
Cc1ccc(C(=O)OCC(=O)Nc2cccc(S(=O)(=O)NC3=NCCCCC3)c2)c(C)c1,1.1,-0.4,3.8,-6.3,10.3,-11.5,3.1,-0.8,0.1,i
Cc1cc(C)c(S(=O)(=O)N2CCCCCC2)cc1Br,1.8,4.2,-13.0,-3.7,8.9,1.2,0.7,0.6,-0.2,i
Cc1cccc(C)c1NC(=S)NNc1ncc(C(F)(F)F)cc1Cl,-0.2,-2.9,-1.8,1.6,-44.8,-1.1,3.9,1.5,0.0,i
CCCc1cc(=O)[nH]c(/N=C(\N)Nc2ccccc2)n1,-0.1,3.9,-7.0,-4.8,-4.6,-0.1,2.1,-3.7,-0.3,i
Cc1ccc(CN2CCSc3ccc(C(=O)N4CCOCC4)cc32)cc1,-1.1,2.1,-6.9,-1.8,10.2,-1.9,-0.8,-0.2,-0.8,i
Cc1ccc(SCC(=O)NCc2ccccc2C)cc1,-0.4,-0.9,-9.4,3.6,8.2,-1.8,3.5,-2.2,-1.0,i
Cc1cc(NC(=O)C(C)SCC(=O)Nc2nnc(CC(C)C)s2)no1 (stereo not given),-1.3,-0.1,-3.5,-4.7,7.0,-3.0,-0.1,-2.2,-0.2,i
O=C(/C=C/c1ccccc1)Nc1cccnc1Oc1ccccc1F,2.4,-4.2,-16.9,-5.9,5.8,-4.6,-1.1,0.9,-0.4,i
COc1ccc(-c2[nH]c(-c3ccc(SC)cc3)nc2SCC(=O)Nc2nccs2)cc1,2.9,2.1,0.3,15.0,19.7,-3.9,0.1,-1.5,0.5,+
Nc1nnc(SCC(=O)c2ccco2)s1,0.0,2.8,-2.5,4.0,19.9,11.3,5.6,1.6,0.0,i
CCc1noc(C)c1C(=O)Nc1ncc(C)s1,-1.0,-0.9,-3.8,2.2,4.4,-1.9,1.1,0.9,-0.5,i
COc1ccc(CNC(=O)CCc2c(C)nc3ncnn3c2C)cc1,-0.2,3.5,-7.0,1.2,-4.0,-0.3,2.4,-0.3,-1.0,i
CN1CCN(C(=O)c2cnn(-c3ccccc3)c2NC(=O)c2ccccc2F)CC1,-1.6,15.1,-11.9,-4.7,-10.3,5.0,2.9,1.3,-1.3,i
C[C@H](CO)N1C[C@H](C)[C@@H](CN(C)S(=O)(=O)c2cccs2)Oc2ccc(NC(=O)Nc3ccc4c(c3)OCO4)cc2C1=O,0.2,-16.5,-6.5,23.6,-1.3,0.9,7.8,-0.9,-0.2,i
COc1ccccc1N1CCN(S(=O)(=O)c2cnc[nH]2)CC1,-1.2,6.8,-9.2,-2.1,-15.5,-1.5,1.0,3.6,-0.2,i
C/C(=C/C(=O)Nc1cccc(F)c1)N1CCCC1,-0.9,0.7,-0.3,1.6,-14.2,-1.5,-0.4,-0.2,-0.2,i
O=[N+]([O-])c1ccc(S(=O)(=O)CC(CN2CCOCC2)N2CCOCC2)cc1 (stereo not given),-1.1,4.5,6.2,0.0,10.8,3.1,-23.6,0.8,-1.1,i

# As entered above:
# Cc1ccc(C(=O)OCC(=O)Nc2cccc(S(=O)(=O)NC3=NCCCCC3)c2)c(C)c1 in MLLE-PAM2 inh is entered as 10.3
# COc1ccc(C2(c3ccc(OC)cc3)NC(=O)N(CC(=O)N(C)C3CCC(C)CC3)C2=O)cc1 (stereo not given) in NadD inh is entered as 6.3
# O=[N+]([O-])c1ccc(S(=O)(=O)CC(CN2CCOCC2)N2CCOCC2)cc1 (stereo not given) in TbMetRS inhib is entered as -1.1

# Back to the main list, repeating the two entries before the break.
SMILES,LMPTP block,DNMT1 block,Scp1 inh,NadD inh,MLLE-PAM2 inh,CSN inh,SUMO1-SIM PPI,STEP block,TbMetRS inhib,Rpn11 inh
C/C(=C/C(=O)Nc1cccc(F)c1)N1CCCC1,-0.9,0.7,-0.3,1.6,-14.2,-1.5,-0.4,-0.2,-0.2,i
O=[N+]([O-])c1ccc(S(=O)(=O)CC(CN2CCOCC2)N2CCOCC2)cc1 (stereo not given),-1.1,4.5,6.2,0.0,10.8,3.1,-23.6,0.8,-1.1,i
CN(c1ccccc1)S(=O)(=O)c1ccc(Cl)c(C(=O)OCC(N)=O)c1,-0.6,0.9,-10.7,-5.5,8.9,0.7,2.4,-2.8,-0.9,i
CC(C)(C)CC(C)(C)NCC(=O)Nc1c2c(nc3ccccc13)CCC2,-1.6,-1.8,-3.6,7.0,-2.7,5.0,1.0,1.7,-0.6,i
CC1OC(CCc2cccc(Cl)c2)Cc2[nH][nH]c(=O)c21 (stereo not given),-0.8,/,/,7.2,/,3.8,0.2,/,-0.1,/
CCOC(=O)c1c(S(=O)(=O)NCCc2ccccc2)c(C)n(C)c1C,-0.7,-3.0,-4.5,-3.8,-11.4,-0.3,-3.6,0.9,-0.2,i
Cc1ccc(-c2ccc(=O)n(CCC(=O)NCc3ccccn3)n2)cc1,-3.7,-33.0,-12.2,3.7,2.6,-2.7,-7.9,6.0,0.0,i
Cc1ccc([C@H]2N[C@]3(CCCN(Cc4ccc(C(F)(F)F)cc4)C3=O)[C@H]3C(=O)N(Cc4ccccc4)C(=O)[C@@H]23)cc1,2.3,-13.1,/,1.0,-9.9,4.5,-3.0,-0.8,0.9,i
NC(c1csc(Nc2ccc(C(=O)c3ccccc3)cc2)n1)c1ccccc1Cl (stereo not given),2.1,-36.2,/,20.3,-42.8,2.5,-0.9,0.0,0.3,i
O=S(=O)(c1ccc(Cl)cc1)N1CCC(n2cccc2)CC1,0.5,-0.4,-6.9,-3.9,-2.5,-3.3,1.4,0.7,0.0,i
Cc1ccc(N(C(=O)c2snc(C(N)=O)c2N)C(C(=O)NCC2CCCO2)c2ccc3ncccc3c2)cc1 (stereo not given),0.4,-1.2,0.7,2.6,9.5,1.3,-14.7,-0.5,0.0,i
CC(C)CNC(=S)N1CCC(c2nc(-c3ccc(F)cc3)no2)CC1,0.9,4.5,1.6,-8.1,-149.3,-10.9,-2.1,3.8,0.1,i
Cc1ccc(N(CC(O)CN2CCOCC2)S(=O)(=O)c2ccc([N+](=O)[O-])cc2)cc1 (stereo not given),0.3,-3.5,7.5,-10.2,10.3,4.0,-33.3,-2.3,-0.5,i
COc1ccc(/C=N/N=C/c2c[nH]c(=O)c(C#N)c2Nc2ccccc2)cc1,2.2,-12.4,-2.1,6.2,-4.2,2.5,-1.1,10.9,0.2,i
CCOC(=O)C1(CCCc2ccccc2)CCN(C(=O)c2cncs2)CC1,-0.2,2.5,-9.6,5.1,6.7,1.1,-3.4,2.0,-0.9,i
COc1ccc(NC(=O)CN(C)C(=O)C2CSC3(C)CCC(=O)N23)cc1 (stereo not given),-9.4,-5.2,-7.7,8.4,6.6,-4.2,-42.1,-3.8,-0.3,i
COc1ccc(CNC(=O)C[C@H]2C[C@H](C(=O)N(C(C)C)C(C)C)[C@@]3(C)c4[nH]c5cc(CCC(=O)N(C)C)ccc5c4CCN3C2=O)cc1OC,-2.9,5.4,6.5,-1.8,4.2,-4.6,2.3,-2.6,-0.9,i
C#CCNC(=O)C[C@@H]1C[C@@]2(C(=O)OC)CCCCC=C2N(CCC2=CCCCC2)C1=O,-0.2,/,/,-1.4,/,-2.4,2.9,/,-1.1,/
COc1ccc(Cl)cc1NC(=O)c1cc(-c2cc(C)ccc2O)n[nH]1,-1.7,2.0,-6.8,-8.7,-6.3,-0.2,-1.7,-3.4,-0.3,i
CCc1ccc(NC(=O)C(=O)NCC2CCCN2S(=O)(=O)c2ccccc2)cc1 (stereo not given),2.0,-6.6,-9.5,-11.0,-5.5,-1.8,0.5,1.2,-0.4,i
CCc1nnc(NC(=O)c2cc(Cl)ccn2)s1,2.8,0.2,1.8,9.0,-4.4,-3.5,7.1,0.4,0.2,i
COc1cc(NC(=O)C2CCN(S(=O)(=O)c3cccnc3)CC2)cc(OC)c1OC,-1.0,-1.2,-7.0,-3.5,12.5,1.9,-0.5,2.6,-0.4,i

# From PubChem
